ADAM10 inh – inhibits human ADAM10 | O14672 | recombinant ADAM10, EDANS/DABCYL FRET peptide cleavage, 3 h | inhibition, % at 7 µM | 370,000 compounds, 0.62% hits;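 active means inhibition above a per-campaign cutoff equal to the mean of compounds falling between control-based bounds plus 3 SD, cut at about 20% in these data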;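 further: 0% = DMSO wells while the 100% control is not disclosed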
ADAM17 inh – inhibitors of human ADAM17; 370,000 compounds, 0.83% hits; recombinant ADAM17, EDANS/DABCYL FRET peptide cleavage; inhibition, % at 6.95 µM; AID 720648;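 active means inhibition above the mean of compounds lying between control limits plus 3 SD, set per campaign, cut at about 8.5% in these data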;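 further: 0% = DMSO-only wells as the low control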
ASAP1 GAP inh – ASAP1 ArfGAP inhibition | inhibition, % at 16.5 µM | ASAP1-stimulated ARF1 GTP hydrolysis, GDP FP detection | 360,000 compounds, 0.19% hits; in the data active means inhibition above about 25%;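 further: 0% = vehicle with enzyme and substrate and 100% = no enzyme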
Target sequence (Q9ULH1 325-724 limits assumed): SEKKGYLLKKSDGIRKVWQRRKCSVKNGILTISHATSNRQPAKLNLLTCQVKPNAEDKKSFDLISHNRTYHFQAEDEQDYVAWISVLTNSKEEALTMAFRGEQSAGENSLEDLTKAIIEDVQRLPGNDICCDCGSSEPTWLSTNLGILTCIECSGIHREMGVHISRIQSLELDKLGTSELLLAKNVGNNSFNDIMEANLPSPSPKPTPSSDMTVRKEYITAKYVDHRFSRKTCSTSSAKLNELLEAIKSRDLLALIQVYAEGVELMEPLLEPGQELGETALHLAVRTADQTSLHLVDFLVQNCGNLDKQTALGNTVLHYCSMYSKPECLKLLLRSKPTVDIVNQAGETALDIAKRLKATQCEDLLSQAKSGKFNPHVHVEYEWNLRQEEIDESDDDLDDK
PLC-gamma1 inh – blocks human PLC-gamma1 enzyme activity | 370,000 compounds, 0.84% hits | inhibition, % at 12.2 µM | AID 720700 | P19174 | purified PLC-gamma1, fluorogenic substrate, fluorescence; in the data active means inhibition above about 9.5%
TDP2 inh – TDP2 (human) inhibition, absorbance primary screen. O95551. recombinant TDP2, T5PNP hydrolysis, p-nitrophenol absorbance 415 nm. inhibition, % at 12.8 µM. 370,000 compounds, 0.34% hits. AID 720702;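 active means inhibition above the mean of all tested compounds plus 3 SD, set per campaign, cut at about 25% in these data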;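 further: 0% = DMSO with enzyme and 100% = buffer with substrate but no TDP2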
Target sequence (O95551 whole entry, looked up): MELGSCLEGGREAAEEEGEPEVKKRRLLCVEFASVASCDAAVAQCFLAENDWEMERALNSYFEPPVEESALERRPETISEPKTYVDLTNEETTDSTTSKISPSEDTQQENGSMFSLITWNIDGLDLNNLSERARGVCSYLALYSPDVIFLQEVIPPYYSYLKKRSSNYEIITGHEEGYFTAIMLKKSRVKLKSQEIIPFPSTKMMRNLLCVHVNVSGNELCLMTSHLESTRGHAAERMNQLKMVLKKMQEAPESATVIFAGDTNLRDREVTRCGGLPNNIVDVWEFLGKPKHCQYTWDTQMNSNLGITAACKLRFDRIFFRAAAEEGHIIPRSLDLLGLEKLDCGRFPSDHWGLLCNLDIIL
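System – recombinant human TDP2 · Quantity – TDP2 enzyme at 120 nM final · Doses – single concentration, 12.8 µM nominal, with 1% DMSO · Incubation – 2 h at 37 °C · Measured by – epi absorbance of p-nitrophenol freed from T5PNP by hydrolysis · Read-out – % inhibition relative to enzyme-containing and enzyme-free wells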
DDE Tn7 FP inh – inhibitors of Tn7 peptide binding to human fibrin DD(E) | 370,000 compounds, 0.13% hits | FP displacement of FITC-Tn7 peptide from fibrin DD(E); 0% = median of compound wells per plate | P02675 | inhibition, % at 8.3 µM;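 active means inhibition above the mean of compounds falling within the control limits plus 3 SD of them, cut at about 14% in these data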;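 further: 0% = plate median of compound wells and 100% = 10 µM Aha-Tn7 peptide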
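Assay system: Human clot-derived fibrin DD(E) complex | Buffer or medium: Tris/NaCl/CaCl2 buffer, pH 7.8 | Repeats: One replicate per compound | Benchmarks: Aha-Tn7 high control | Measure: % inhibition scaled between sample-field median and high-control FP | Schedule: 10 min plus 3 h, room temperature | Signal: Fluorescence polarization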
ARFGAP1 inhibitor – inhibitors of rat ARFGAP1; inhibition, % at 16.5 µM; 360,000 compounds, 0.26% hits; Q62848; Arfgap1-stimulated ARF1 GTP hydrolysis, GDP FP detection; AID 651572;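 active means inhibition above a per-plate limit, mean inhibition of low control wells plus 3 SD, cut at about 25% in these data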;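 further: 0% = DMSO wells with enzyme and 100% = wells lacking Arfgap1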
Target sequence (Q62848 1-136 limits assumed): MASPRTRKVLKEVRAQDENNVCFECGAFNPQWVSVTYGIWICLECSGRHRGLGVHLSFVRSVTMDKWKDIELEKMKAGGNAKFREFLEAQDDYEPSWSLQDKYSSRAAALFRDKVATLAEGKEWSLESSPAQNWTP
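Assay system: purified rat His6-Arfgap1 residues 1-136 (GAP domain); Reagent: human Δ17 ARF1 bound to GTP; Dosing: 16.5 µM single point, 1.26% DMSO; Times: GTP hydrolysis reaction 2 h at 25 °C; Signal: FP, GDP Alexa 633 tracer displaced from anti-GDP antibody, 620/688 nm; Measure: % inhibition from polarization.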
DDE Tn6 FP inh – inhibitors of Tn6 peptide binding to human fibrin DD(E); P02675; Fibrin DD(E) TRITC-Tn6 fluorescence polarization displacement; inhibition, % at 8.3 µM; 370,000 compounds, 0.21% hits;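 active means inhibition above a per-campaign cutoff: mean of compounds within control limits plus 3 SD, cut at about 15% in these data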;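 further: 0% = median of all compound wells on the plate and 100% = blocking peptide control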
PLCb3 inh – blocks human PLC-beta3 enzyme activity; Q01970; Purified PLC-beta3, fluorogenic substrate, fluorescence; inhibition, % at 12.2 µM; 370,000 compounds, 0.18% hits; AID 720704; in the data active means inhibition above about 11%;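 further: 0% = median of compound wells on plate and 100% = full blocker control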
SIAE inh – inhibitors of human sialic acid acetylesterase SIAE | Q9HAT2 | SIAE FP-Rh probe binding, fluorescence polarization | inhibition, % at 9.66 µM | 370,000 compounds, 0.69% hits;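 active means inhibition above a cutoff: mean of compounds within the control limits plus 3 SD of those, cut at about 17% in these data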;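 further: 0% = plate median of compound wells and 100% = probe without SIAE protein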
Starred values were filed as active, the others as inactive.

no.	canonical_smiles	ADAM10 inh	ADAM17 inh	ASAP1 GAP inh	PLC-gamma1 inh	TDP2 inh	DDE Tn7 FP inh	ARFGAP1 inhibitor	DDE Tn6 FP inh	PLCb3 inh	SIAE inh
1	COC(=O)c1cccc(N(C(=O)c2ccco2)C(C(=O)NC2CCCC2)c2ccc(N3CCOCC3)cc2)c1 (stereo not given)	5	1	1	3	-13	3	2	2	-1	2
2	CCCCOc1ccc(-c2nnn(CC(=O)NCCc3c[nH]c4ccccc34)n2)cc1	16	6	4	-1	-9	5	12	-9	-2	8
3	O=C(Nc1ccc(OCc2ccccc2)cc1)Nc1ccccc1C(=O)NCCCN1CCOCC1	-8	-3	-6	-1	8	5	3	-6	-5	2
4	N#CC1=C(N)OC2=C(C(=O)CCC2)C1c1ccsc1 (stereo not given)	-3	2	-8	2	-11	-6	15	-1	-4	3
5	COC(=O)c1ccccc1N(Cc1ccccc1)S(C)(=O)=O	7	-1	-8	5	-8	-5	-5	-6	4	-4
6	COc1ccc(N2C(=O)C(Cl)=C(Nc3ccccc3O)C2=O)cc1	12	3	-23	0	13	-4	-7	-6	3	3
7	CCOC(=O)CSc1nnc(CNC(=O)c2ccc(OC)cc2)n1Cc1ccccc1	-10	-3	-7	3	-9	3	10	2	4	-6
8	O=C(CCN1C(=O)/C(=C/c2ccc(F)cc2)SC1=S)NCCCn1ccnc1	-1	-4	7	-1	8	-5	-3	-5	-10	0
9	O=S(=O)(c1ccccc1)N1CCCc2nc(-c3ccc(Br)cc3)ccc21	-8	-2	2	0	6	5	6	-1	-2	-1
10	COc1ccc(C(=O)NNC(=O)c2ccc(S(=O)(=O)N3CCOCC3)cc2)cc1	7	-1	2	2	13	-4	10	7	-2	-1
11	CC(CCc1ccccc1)NC(=O)CCN1N=C(c2ccccc2)CCC1=O (stereo not given)	-5	0	-14	4	5	-6	-3	7	-2	0
12	c1csc(-c2csc(-c3cccs3)n2)c1	-20	-4	3	-3	7	1	-2	-4	-9	-2
13	Cc1csc(OCC(=O)Nc2ccc(C)c(C)c2)n1	0	-3	2	-1	-8	5	10	-6	5	-3
14	O=S(=O)(CCN1C=CC(C(F)(F)F)=NCC1)c1ccc(F)cc1	0	-3	7	2	5	5	4	7	-1	5
15	O=C1N=C(N2CCCC2)S/C1=C\c1ccccc1	1	2	-19	2	-1	8	-6	8	3	6
16	COc1ccc(C(=O)NCCNC(=O)c2ccc(C)nc2)cc1	-3	-5	-3	-3	4	6	3	5	-2	-4
17	COCCN1C(=O)c2ccccc2C(C(=O)NCc2ccco2)C1c1c[nH]c2ccccc12 (stereo not given)	3	0	10	1	-2	1	1	5	-1	-2
18	CC1CCN(C(=O)c2[nH]cnc2C(=O)Nc2ccon2)CC1	3	0	-1	5	-10	-6	4	2	5	-1
19	COc1ccc(N2CCN(C(=O)NCc3cccc(OC)c3)CC2)cc1	-4	-3	20	-4	-7	12	-3	-7	-5	0
20	C=CCCC1CN(CCCC)S(=O)(=O)c2c(F)cccc2O1 (stereo not given)	-2	0	-4	1	-5	8	-2	6	2	-3
21	CC(=O)c1c(C)nc2sc3c(=N)n(N)cnc3c2c1-c1ccc(Cl)cc1	21*	1	2	-9	4	3	9	-3	-15	-3
22	c1ccc(-c2ccnc3ncnn23)nc1	-25	-10	-3	-8	0	0	-2	-4	-8	1
23	CS(=O)(=O)N(Cc1ccccc1)c1ccc(C(=O)Nc2ccc(C(N)=O)cc2)cc1	9	2	-1	5	-12	3	12	-1	-1	0
24	COc1cccc(OCc2cc(C(=O)NCCc3cccc(C)n3)no2)c1	-10	-3	-11	-5	10	3	-7	5	-10	-2
25	CC(C)(C)C(=O)Nc1nc(C2CCCN2S(=O)(=O)c2ccc(Cl)cc2)cs1 (stereo not given)	5	-1	6	-3	-1	2	4	8	1	13
26	COc1cc2nc(CN3CCOCC3)n(CC(=O)N3CCCCCC3)c(=O)c2cc1OC	-3	-4	-17	0	6	4	-7	9	-7	-1
27	CC(C)Oc1ccc(C(=O)O)c(C(=O)O)c1	-3	-8	-11	-1	11	0	0	6	2	11
28	CSCCC(C(=O)NC(C)(C)C)n1c(-c2ccc3c(c2)OCO3)nc2ccccc21 (stereo not given)	-9	-4	2	-3	2	-7	-5	-1	-9	1
29	COCc1c(C(=O)N/N=C/c2ccco2)nnn1-c1nonc1N	-1	3	-2	2	2	1	-9	2	1	0
30	O=C(c1cccnc1)C1Cc2ccccc2C1=O (stereo not given)	8	-7	-4	-2	13	6	5	5	-12	-2

5 structures already listed, arranged by molar mass, highest first:
no.	canonical_smiles	ADAM10 inh	ADAM17 inh	ASAP1 GAP inh	PLC-gamma1 inh	TDP2 inh	DDE Tn7 FP inh	ARFGAP1 inhibitor	DDE Tn6 FP inh	PLCb3 inh	SIAE inh
25	CC(C)(C)C(=O)Nc1nc(C2CCCN2S(=O)(=O)c2ccc(Cl)cc2)cs1 (stereo not given)	5	-1	6	-3	-1	2	4	8	1	13
8	O=C(CCN1C(=O)/C(=C/c2ccc(F)cc2)SC1=S)NCCCn1ccnc1	-1	-4	7	-1	8	-5	-3	-5	-10	0
20	C=CCCC1CN(CCCC)S(=O)(=O)c2c(F)cccc2O1 (stereo not given)	-2	0	-4	1	-5	8	-2	6	2	-3
13	Cc1csc(OCC(=O)Nc2ccc(C)c(C)c2)n1	0	-3	2	-1	-8	5	10	-6	5	-3
15	O=C1N=C(N2CCCC2)S/C1=C\c1ccccc1	1	2	-19	2	-1	8	-6	8	3	6

The list continues:
no.	canonical_smiles	ADAM10 inh	ADAM17 inh	ASAP1 GAP inh	PLC-gamma1 inh	TDP2 inh	DDE Tn7 FP inh	ARFGAP1 inhibitor	DDE Tn6 FP inh	PLCb3 inh	SIAE inh
31	CCCCC(=O)Nc1sc(C(=O)N(CC)CC)c(C)c1C(=O)OC	-5	-1	4	-3	-2	-6	3	0	0	1
32	CCOc1cc(/C=C2/C(=N)N3OC(C)=CC3=NC2=O)ccc1OC(=O)c1ccco1	-36	-12	10	-16	-1	0	0	-1	-17	-11
33	CCN(C(=O)CN1C(=O)S/C(=C\c2ccccc2OC)C1=O)C1CCS(=O)(=O)C1 (stereo not given)	-10	-2	-11	-10	9	-4	2	-10	-21	5
34	CCn1c(SCC(=O)c2ccc3ccccc3c2)nnc1-c1ccco1	-8	-5	6	-1	-5	2	-5	-2	-1	0
35	CCCCCN(C(=O)CCC(=O)OCC(=O)c1ccc(CCC)cc1)c1c(N)n(CCCC)c(=O)[nH]c1=O	-9	-4	19	-2	7	6	3	1	-2	-3
36	CC(C(=O)OCC(=O)Nc1ccc(S(=O)(=O)N2CCCCC2)cc1)N1C(=O)c2ccccc2C1=O (stereo not given)	5	4	14	3	9	-7	6	-5	1	-11
37	CN1CCC(N(C)C(=O)c2cc(-c3ccc(F)cc3)nc3ccccc23)CC1	-67	-9	-5	-26	-5	3	4	0	-38	1
38	CCc1cccc(C)c1NC(=O)CSc1n[nH]c(N)n1	-10	-7	-6	-2	-9	-3	-4	5	-6	6
39	COc1ccc2c(c1OC)C(=O)N(c1ccccc1)C2=O	5	-1	6	-1	-2	-5	-7	-2	-4	0
40	CC(C)C(=O)N1CCC(CN=Cc2c(O)n(C3CCCCC3)c(=O)n(C3CCCCC3)c2=O)CC1	8	1	-16	-2	-6	1	3	0	1	-4
41	O=C(COC(=O)CCc1ccc(S(=O)(=O)N2CCOCC2)cc1)Nc1ccccc1[N+](=O)[O-]	1	4	2	3	-7	9	8	10	1	9
42	Cc1ccc(C(=O)NNC(=O)CSc2nnc3ccccn23)cc1	-16	-9	6	1	-4	2	4	-2	-3	0
43	O=C(NNC(=O)C1CC(c2cccs2)=NO1)NC1CCCCC1 (stereo not given)	-8	-3	3	0	-4	0	1	1	-4	4
44	Cn1c(Cn2c(=O)sc3ccccc32)nnc1SCC(=O)NCc1ccc2c(c1)OCO2	-2	-1	-8	4	8	4	-9	1	5	-3
45	COc1ccccc1NC(=O)Nc1c(C)n(C)n(-c2ccccc2)c1=O	1	-4	-6	-2	-4	3	3	-4	3	6
46	Nc1cccc(Nc2ncnc3ccccc23)c1	9	6	-4	1	-10	-12	8	-3	-9	0
47	CCCCCCCCNC(=O)/C(C#N)=C/c1ccc(SC)cc1	7	-6	-2	-2	-5	-1	-8	0	-2	-8
48	CCCCn1c(SCC(=O)N(CC)C2CCS(=O)(=O)C2)nnc1C(CC)N(C)C (stereo not given)	-9	-2	6	1	-5	-7	6	-2	5	-3
49	CN=C(Nc1cc(C)nn1-c1ccccc1)c1ccccc1	0	-3	-1	-1	-3	5	-6	7	-1	1
50	CCCCn1c(SCC(=O)Nc2cc(C)on2)nnc1-c1ccco1	-9	-1	-2	-1	-5	-7	0	-7	2	6
51	Cc1ccc(C(=O)CNc2ccc(C)c(Cl)c2)cc1	-5	-6	9	4	-8	-3	1	-4	-2	-6
52	O=C(Cn1cnc2c(OCc3ccccc3)ncnc21)NCC1CCCO1 (stereo not given)	-15	3	-1	3	-1	-2	0	5	4	4

Source: PubChem BioAssay (The Scripps Research Institute Molecular Screening Center)
